H1N1 NS1A inhibition: H1N1 influenza NS1A inhibitors, functional cell based assay (AID 504329); inhibition, % at 12.5 µM; hits with a dose series show IC50 in µM; NS1A functional cell-based assay, percent inhibition; higher % means a stronger effect; hit rate 0.3% among 340,000; in the data active = a potency from the dose series; inconclusive = inhibition above about 27% without an active follow-up result; note: strong numbers were not always called active
inhibitors of VEEV: inhibitors of VEEV TC-83 cytopathic effect, confirmation, Vero cells (AID 588727). Vero cells, VEEV TC-83 cytopathic effect inhibition; higher % means a stronger effect. inhibition, % at 20 µM, or IC50 in µM where a hit was titrated. hit rate 0.13% among 350,000; in the data active = a potency from the dose series; inconclusive = inhibition mostly from about 14% at the one dose, without a potency; inactive = the rest, 99 in 100 with inhibition below about 12%; note: strong numbers were not always called active
Salmonella PhoP GFP: PhoP regulon inhibitors, Salmonella typhi PhoP promoter GFP reporter, confirmatory (AID 1850); one-dose inhibition, % at 50 µM; IC50 in µM for titrated hits; hit rate 0.33% among 310,000; Salmonella Typhi PhoP-promoter GFP reporter, fluorescence, 4 h; higher % means a stronger effect; in the data active = a potency from the dose series; inconclusive = inhibition mostly from about 25% at the one dose, without a potency; inactive = the rest, 99 in 100 with inhibition below about 19%;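 note: 0% = induced wells with vehicle and 100% = uninduced wells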
tuberculosis growth: growth inhibition of non-replicating M. tuberculosis (AID 488890); Mycobacterium tuberculosis non-replicating, growth inhibition; higher % means a stronger effect; inhibition, % at 25 µM, or IC50 in µM where a hit was titrated; hit rate 0.39% among 320,000; in the data active = a potency from the dose series; inconclusive = inhibition mostly from about 82% at the one dose, without a potency; inactive = the rest, 99 in 100 with inhibition below about 76%;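 note: plate controls were DMSO cells for no effect and high antibiotic wells for full effect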
H37Rv inhibition: M. tuberculosis growth inhibition, HTS (AID 449762). M. tuberculosis H37Rv growth inhibition, 7H9 media; higher % means a stronger effect. inhibition, % at 25 µM, or IC50 in µM where a hit was titrated. hit rate 0.59% among 330,000; in the data active = a potency from the dose series; inconclusive = inhibition above about 70% without an active follow-up result;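 note: bacterial growth assessed after seven days of incubation; strong numbers were not always called active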
inhibitors of VEEV 10K pilot screen: also measured in inhibitors of VEEV; calls as there; inhibition, %; measured here: 10K pilot screen inhibition
The depositor's hits bear a star; i = inactive; ? = inconclusive; . = not tested or not shown.

SMILES	H1N1 NS1A inhibition	inhibitors of VEEV	Salmonella PhoP GFP	tuberculosis growth	H37Rv inhibition	others
Cn1c(=O)oc2cc(S(=O)(=O)N3CCN(C(=O)c4ccco4)CC3)ccc21	3%	i	-11%	-3%	-1%
O=C1C(NS(=O)(=O)c2cccs2)=C(N2CCN(c3ccccc3)CC2)C(=O)c2ccccc21	22µM*	11%	12%	-14%	0%
CCOC(=O)c1nn(-c2cccc(Cl)c2)c2nc(CC(C)C)c(C#N)c(=O)n12	-11%	i	-10%	49%	-15%
CCCCN(C(=O)COC(=O)c1nc2nccc(C)n2n1)C1CCS(=O)(=O)C1 (stereo not given)	-6%	0.8%	.	-4%	-4%
COC1OC(O)C(NC(=O)C(F)(F)F)CC1O (stereo not given)	2%	i	.	.	.
O=C(Nc1ccccc1)N1CCCC2CCCCC21 (stereo not given)	-7%	1.6%	-4%	57%	1%
CCOC(=O)c1c(C)n(Cc2ccc(F)cc2)c2ccc(O)cc12	15%	4.2%	9%	-3%	-2%
CC(C(=O)OCC(=O)c1c(N)n(C)c(=O)n(C)c1=O)N1C(=O)c2ccccc2C1=O (stereo not given)	-7%	0.8%	-2%	-16%	-7%
O=C(NCCc1ccc(Cl)cc1)Nc1cccc(Cl)c1	6%	0.5%	-12%	66%	19%
O=C(c1ccc(C#CC2(O)CCCCC2)cc1)N1CCOCC1	1%	1.6%	-3%	3%	-16%
O=C(CSCc1ccc(Cl)cc1)Nc1nccs1	9%	0.3%	-2%	63%	-3%
Cc1cc(Cl)ccc1OCC(=O)NC1CCCC1	-4%	i	-5%	3%	-1%
Cc1cc(C)cc(C(=O)NN2CCN(C)CC2)c1	-1%	0.6%	-3%	0%	-2%
O=C(c1ccc2c(=O)n(CCc3ccccc3)c(=O)[nH]c2c1)N1CCN(c2ccccc2)CC1	3%	0.1%	5%	15%	4%
CC(NC(=O)CCC(=O)NC(C)c1ccccc1)c1ccccc1 (stereo not given)	0%	0.1%	-1%	15%	5%
O=[N+]([O-])c1cccc(-c2nc(-c3ccccc3)c(-c3cccs3)[nH]2)c1	7%	1.8%	-13%	-8%	1%	inhibitors of VEEV 10K pilot screen=1.8
COc1cccc(NC(=S)N2CCC(c3ccc(C)cc3)C2)c1 (stereo not given)	2%	1.5%	10%	77%	7%
COc1cc2c(cc1NC(=O)c1ccncc1)oc1ccccc12	-17%	8.0%	-3%	22%	8%
CCOC(=O)C1=C(c2ccccc2)Nc2ncnn2C1c1ccccn1 (stereo not given)	-10%	1.8%	2%	5%	-3%
O=C(c1cc(=O)c2ccccc2o1)N1CCN(c2ccccc2F)CC1	9%	1.2%	-5%	3%	34%
COc1ccc(Cl)cc1NC(=O)C/C(C)=N/NC(=O)C(=O)NCc1ccccc1	1%	0.5%	5%	33%	-1%
Cc1ccc(OCC(=O)N(C)CC(=O)Nc2ccc(F)c(F)c2F)cc1	12%	i	-5%	30%	4%
Cc1ccc2c(c1)/C(=C/c1ccc(F)cc1)C(=O)N2	11%	i	10%	58%	9%
Cc1cccc(-n2cc(C#N)c(=O)[nH]c2=O)n1	-4%	i	-7%	3%	-4%
Cc1ccc(NC(=S)NNC(=O)c2nnn(-c3ccccc3)c2C)cc1	-3%	1.0%	-8%	4%	4%

A draw from above in order of molecular weight, ascending.
SMILES	H1N1 NS1A inhibition	inhibitors of VEEV	Salmonella PhoP GFP	tuberculosis growth	H37Rv inhibition	others
Cc1cccc(-n2cc(C#N)c(=O)[nH]c2=O)n1	-4%	i	-7%	3%	-4%
CCOC(=O)c1c(C)n(Cc2ccc(F)cc2)c2ccc(O)cc12	15%	4.2%	9%	-3%	-2%
CCOC(=O)c1nn(-c2cccc(Cl)c2)c2nc(CC(C)C)c(C#N)c(=O)n12	-11%	i	-10%	49%	-15%
COc1ccc(Cl)cc1NC(=O)C/C(C)=N/NC(=O)C(=O)NCc1ccccc1	1%	0.5%	5%	33%	-1%

7 neighbouring compounds already listed:
SMILES	H1N1 NS1A inhibition	inhibitors of VEEV	Salmonella PhoP GFP	tuberculosis growth	H37Rv inhibition	others
CCOC(=O)C1=C(c2ccccc2)Nc2ncnn2C1c1ccccn1 (stereo not given)	-10%	1.8%	2%	5%	-3%
O=C(c1cc(=O)c2ccccc2o1)N1CCN(c2ccccc2F)CC1	9%	1.2%	-5%	3%	34%
COc1ccc(Cl)cc1NC(=O)C/C(C)=N/NC(=O)C(=O)NCc1ccccc1	1%	0.5%	5%	33%	-1%
Cc1ccc(OCC(=O)N(C)CC(=O)Nc2ccc(F)c(F)c2F)cc1	12%	i	-5%	30%	4%
Cc1ccc2c(c1)/C(=C/c1ccc(F)cc1)C(=O)N2	11%	i	10%	58%	9%
Cc1cccc(-n2cc(C#N)c(=O)[nH]c2=O)n1	-4%	i	-7%	3%	-4%
Cc1ccc(NC(=S)NNC(=O)c2nnn(-c3ccccc3)c2C)cc1	-3%	1.0%	-8%	4%	4%

Continued.
SMILES	H1N1 NS1A inhibition	inhibitors of VEEV	Salmonella PhoP GFP	tuberculosis growth	H37Rv inhibition	others
C/C(=N/NS(=O)(=O)c1ccc(C)cc1C)c1ccc2c(c1)OCO2	16%	0.6%	4%	10%	1%
O=C(Nc1cnc2ccccc2c1)c1cccc(-n2cnnn2)c1	2%	1.6%	1%	0%	10%
NC(=O)c1ccccc1OCC(=O)Nc1ccc2c(c1)CCC2	-6%	i	.	8%	-2%
COc1ccccc1C(=O)CSc1nccn1C	6%	0.5%	4%	-15%	-7%
Cc1ccc(-c2csc3ncn(Cc4ccc(C(=O)O)cc4)c(=O)c23)cc1C	-3%	1.2%	-6%	-4%	-4%
O=C(NC(=S)Nc1ccccc1C(=O)O)c1cncc(Br)c1	-3%	1.2%	-4%	51%	0%
COc1ccc(C(=O)NCC(=O)NCC(=O)OCc2ccc(Br)cc2)cc1	-6%	0.5%	-6%	7%	9%
OCCOCCn1c(C2CCCN2c2nc(-c3ccc(F)cc3)cs2)nc2cc(C(F)(F)F)ccc21 (stereo not given)	4%	0.7%	-2%	13%	2%
CSc1ccc(C2=CC(=O)C[C@H](c3ccc(Cl)cc3)C2)cc1	2%	3.4%	.	19%	2%
CNC(=O)CSc1cn(CC(=O)N(C(C)C)C(C)C)c2ccccc12	5%	i	-5%	-2%	4%
C=CCn1cc(C(=O)NCCCN(CC)CC)c(=O)c2cc(S(=O)(=O)N3CCC(C)CC3)ccc21	0%	0.8%	13%	1%	2%
CC(C)n1cc(NC(=O)C2CC(c3cccc(Br)c3)=NO2)cn1 (stereo not given)	-9%	1.3%	13%	-17%	-8%
COc1ccc(Nc2c3c(nc4ccc(C)cc24)CCC3)cc1	-6%	i	27%	?	?
CC(C)c1ccc(SCc2noc(C(=O)NCC3CCCO3)c2C(=O)O)cc1 (stereo not given)	0%	0.0%	13%	-8%	-10%	inhibitors of VEEV 10K pilot screen=0.2
Cn1c(SC2CCCCC2=O)nnc1-c1ccccc1F (stereo not given)	-5%	1.3%	1%	-13%	-8%
Cc1cnn(C(=O)c2oc3ccccc3c2C)c1	6%	1.1%	-9%	-1%	1%
O=C(Nc1cccc(Cl)c1)N(Cc1nc2ccccc2c(=O)[nH]1)Cc1cccs1	-8%	1.3%	2%	3%	0%
Cc1cc(Nc2ccc(O)cc2)n2c(nc3ccccc32)c1C#N	0%	0.2%	-1%	-1%	-2%

Retrieved by structure from the list above, 4 records:
SMILES	H1N1 NS1A inhibition	inhibitors of VEEV	Salmonella PhoP GFP	tuberculosis growth	H37Rv inhibition	others
O=C(Nc1cnc2ccccc2c1)c1cccc(-n2cnnn2)c1	2%	1.6%	1%	0%	10%
Cc1cnn(C(=O)c2oc3ccccc3c2C)c1	6%	1.1%	-9%	-1%	1%
COc1ccc(Nc2c3c(nc4ccc(C)cc24)CCC3)cc1	-6%	i	27%	?	?
CC(C)c1ccc(SCc2noc(C(=O)NCC3CCCO3)c2C(=O)O)cc1 (stereo not given)	0%	0.0%	13%	-8%	-10%	inhibitors of VEEV 10K pilot screen=0.2

Compound activity as filed in PubChem.
